# Bioassay records: PubChem BioAssay, Vanderbilt High Throughput Screening Facility
# Cav32 inh: blocks human Cav3.2 T-type calcium channel. O95180. Cav3.2-expressing cells, Fluo-4 calcium fluorescence FDSS; hits give low values. B-score at 10 µM. actives 4% (n = 100,000);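 active = single-dose well whose peak fluorescence ratio is a statistical outlier from its plate by either plate-standardised score or position-corrected B-score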
# * = called active by the depositor.
structure	Cav32 inh
CCOC(=O)N1CCN(c2nc(SC)nc3sc4c(c23)CC(C)(C)OC4)CC1	-4.7*
O=C(O)CCC(=O)N1CCc2cc(S(=O)(=O)N3CCCCC3)ccc21	-1.9
COc1ccc(OCC(=O)N2CCN(C(=O)c3cccs3)CC2)cc1	0.35
Cc1c(C(=O)OC(C)C)[nH]c2c1C(=O)CC(C)(C)C2	-0.073
O=C(NCCN1CCN(Cc2ccc([N+](=O)[O-])cc2)CC1)C(=O)Nc1ccccc1	-0.21
CCOc1cc(C(C#N)N2CCCCC2)ccc1OC (stereo not given)	0.04
O=C(Nc1ccc(F)cc1)c1ccc(S(=O)(=O)NCC2CCCO2)cc1 (stereo not given)	0.42
O=C(Cn1nnc(-c2ccc(CN3CCOCC3)cc2)n1)NC1CCCCC1	-0.44
COc1ccc(CCNC(=O)CN(C2CCCCC2)S(C)(=O)=O)cc1	0.46
CCCOc1ccc(C(=O)N2CCCC2)cc1OC	0.13
O=C(c1cc(-c2ccc(Cl)cc2)n(-c2ccc(Cl)cc2)n1)N1CCOCC1	-2.4
COc1ccc(N(C)S(=O)(=O)c2c(C)[nH]c(=O)[nH]c2=O)c(OC)c1	-0.18
CCc1ccc(NC(=O)CS(=O)CC(=O)Nc2ccc(F)cc2F)cc1 (stereo not given)	-0.34
O=C(NNC(=O)c1cnccn1)c1cccc([N+](=O)[O-])c1	1.1
O=C(CSc1nnnn1-c1cccnc1)Nc1ccc(OCc2ccccc2)cc1	0.026
CCN(CC)CCNC(=O)C1CCC(=O)N1CCc1ccccc1 (stereo not given)	-1
CCOC(=O)/C=C1\SCC(=O)N1CC(=O)Nc1ccc2c(c1)CCC2	-1
Cc1cc(Nc2ccccc2)n(-c2nc3ccccc3[nH]2)n1	0.9
COc1ccc(CNc2nc3ccccc3n2Cc2ccccc2)cc1OC	-5.4*
C/C=C\C=C/C(=O)Nc1cccc(C2=NOC3(C2)C[C@@H](C(N)=O)N(C(=O)/C=C/CC)C3)c1 (stereo not given in full)	1.2
Cc1ccc(C(=O)OC2CCOC2=O)cc1NC(=O)c1ccco1 (stereo not given)	0.62
CCCCSc1nc2c(cnn2-c2ccc(F)cc2)c(=O)[nH]1	0.17
CCOc1oc(-c2ccc(OC)cc2)nc1C(F)(F)F	0.29
O=C(NNc1nc2ccccc2nc1C(F)(F)F)c1ccccc1	1.1
O=C(Nc1ccc2nc(-c3ccccc3)[nH]c2c1)c1ccco1	0.2

# Overlap with the part before: six compounds, then new ones.
structure	Cav32 inh
C/C=C\C=C/C(=O)Nc1cccc(C2=NOC3(C2)C[C@@H](C(N)=O)N(C(=O)/C=C/CC)C3)c1 (stereo not given in full)	1.2
Cc1ccc(C(=O)OC2CCOC2=O)cc1NC(=O)c1ccco1 (stereo not given)	0.62
CCCCSc1nc2c(cnn2-c2ccc(F)cc2)c(=O)[nH]1	0.17
CCOc1oc(-c2ccc(OC)cc2)nc1C(F)(F)F	0.29
O=C(NNc1nc2ccccc2nc1C(F)(F)F)c1ccccc1	1.1
O=C(Nc1ccc2nc(-c3ccccc3)[nH]c2c1)c1ccco1	0.2
CN(C)c1ccnc(-n2cccc2/C=N/OCc2ccccc2)c1C#N	-0.5
COC(=O)C(NC(C)=O)(Nc1nc(C)cs1)C(F)(F)F (stereo not given)	0.84
CSc1nc2c(c(=O)[nH]1)CCCC2	2.1
CCN1C(=O)C2(C(C#N)=C(N)Oc3c2c(C)nn3-c2ccccc2)c2ccccc21 (stereo not given)	-1.3
CC1CCN(C(=O)c2ccccc2NC(=O)c2cccc(S(=O)(=O)N3CCOCC3)c2)CC1	1.7
COc1cc(C=O)ccc1OCc1c(C)noc1C	0.083
CCOC(=O)c1cnc2ccc(C(=O)OC)cc2c1NCc1ccco1	-0.72
Cc1cc(C)cc(NC(=O)CSc2nnc(-c3ccccc3Br)o2)c1	-1.1
COc1cccc(C(=O)NC2CCN(CC(=O)NCc3ccccc3OC)CC2)c1	1.8
CCN1CCN(CCC(=O)Nc2cccc(OC)c2)CC1	0.23
Cc1noc(C)c1C(=O)NC(C)c1ccc2c(c1)OCO2 (stereo not given)	0.52
CSc1cccc(NC(=O)CSc2ccccc2)c1	-6.1*
Cc1ccc(S(=O)(=O)NC2=NCN(CCOC(=O)c3ccc([N+](=O)[O-])cc3)CN2)cc1	0.79
Cc1ccccc1CSc1nnc(-c2ccccn2)n1N	-1.3
CC(=O)c1c(C)[nH]c(C(=O)OCC(=O)N(C)C)c1C	-0.49
CCC(C)[C@H](NC(=O)NCc1cccc(OC)c1)C(=O)O (stereo not given in full)	1.3
C=C(C)COc1ccc(-c2n[nH]c(C)c2-c2ccccc2)c(O)c1	-0.25
CCOC(=O)c1cnc(SCC(=O)Nc2nnc(CC)s2)nc1N	1.2
O=C(Cc1cn2ccsc2n1)OCc1ccccc1	-0.22
COC(=O)COc1ccc(S(=O)(=O)N2CCOCC2)cc1	-0.66
CCC1S/C(=N/N=C/c2cccs2)NC1=O (stereo not given)	0.76
CC(C)c1nc(SCc2ccccn2)c2c(=O)n(C)c(=O)n(C)c2n1	-0.017
CN(C(=O)c1ccccn1)C1(C(=O)NC2CCCCC2)CCCCC1	0.62
O=S(=O)(c1ccccc1Cl)N1CCCC1c1nc(-c2cccc(Cl)c2)no1 (stereo not given)	-0.09
Cc1nc(SCC(C)C)[nH]c(=O)c1Cc1ccccc1	-0.77
COc1ccc(CC(=O)Nc2ccc(-c3cn4ccccc4n3)cc2)cc1	0.092
COc1ccc(NS(=O)(=O)c2ccc(O)c(C(=O)OCC(=O)N3CC(C)OC(C)C3)c2)cc1 (stereo not given)	0.73
Nc1cccc(C(=O)Nc2ccco2)c1	0.42
N#Cc1nc(-c2ccccc2)oc1NCCN1CCCCC1	1.8
COc1cccc2c(C)c(C(=O)O)[nH]c12	0.34
O=C(OCn1nnc2ccccc2c1=O)c1cccnc1	0.24
Cc1ccc2nc(NC(=O)C(NS(=O)(=O)c3cccc4nsnc34)C(C)C)sc2c1 (stereo not given)	-1.6
CCCc1cc(C(=O)NC2CCCC2)no1	-0.77
Cc1ccc(S(=O)(=O)n2nc(OC(=O)C3CCCCC3)cc2N)cc1	-0.5
Cc1ccc(Cn2c(C(C)Nc3nc(-c4ccc(F)cc4)cs3)nc3cc(C(F)(F)F)ccc32)cc1 (stereo not given)	0.4
COC(=O)C1=C(C)Nc2ncnn2C1c1ccc(OCc2ccccc2)cc1 (stereo not given)	-0.34
CC1CCC(C(C)C)C(OCC(O)CN2CCOCC2)C1 (stereo not given)	-2
COC(=O)C1=C(C)OC(N)=C(C#N)C1c1cc(OC)ccc1OC (stereo not given)	1
O=C(NC(c1ccccc1)c1ccccc1)N1CCN(CCO)CC1	0.12
Cc1c(N2C(=O)CS/C2=N\N=C\c2ccc(Cl)cc2)c(=O)n(-c2ccccc2)n1C	1.1
Nc1ccc(S(=O)(=O)N2CCCc3ccccc32)cc1	0.41
Cc1c(NC(=O)C2(C)CCCCC2)c(=O)n(-c2ccccc2)n1C	-0.31
CCc1cc(=O)oc2cc(OCc3nn[nH]n3)ccc12	0.19
O=[N+]([O-])/C(C(Cl)=C(Cl)Cl)=C(\Nc1ccc(F)cc1)n1cncn1	0.39
COCCn1c(C)c(C(=O)O)sc1=S	-0.85
Cc1ccc(C(NC(N)=O)c2ccccc2)cc1 (stereo not given)	0.022
Cc1ccc(-c2nnc(SCC(=O)Nc3nccs3)n2N)cc1	-0.0041
O=C(O)C1CCCN1C(=O)OCc1ccccc1 (stereo not given)	-1.3
COc1ccc(N2CCN(C(=O)c3cc4c(-c5ccc(Cl)cc5)nn(C)c4s3)CC2)cc1	-0.45
COc1cc(NC(=O)CN(C)S(=O)(=O)c2ccc3c(c2)CCC(=O)N3)cc(OC)c1	-0.42

# Single entries from above:
# Cav32 inh result of COc1cccc2c(C)c(C(=O)O)[nH]c12 : 0.34
# Cav32 inh result of Cc1c(NC(=O)C2(C)CCCCC2)c(=O)n(-c2ccccc2)n1C : -0.31

# Further results follow.
structure	Cav32 inh
O=C(Nc1ccccc1)N1CC=C(c2ccc(F)cc2)CC1	-4.6*
O=C(CC1(O)C(=O)N(Cc2cccc3ccccc23)c2ccccc21)c1cccnc1 (stereo not given)	-1.9
CCOC(=O)Cc1csc(NC(=O)c2ccc(Br)o2)n1	0.34
CCCCOc1ccc(-c2nnn(C(C)C(=O)OCC)n2)cc1 (stereo not given)	-0.93
CC(=O)Nc1cc(-c2nn(C)c(=O)c3ccccc23)ccc1N1CCCCC1	-0.016
CCOC(=O)C1=C(C)NC(C)=C(C(=O)OCC)C1c1cc(N)ccc1OC(F)F	-0.22
O=C1CSC(c2cn(-c3ccccc3)nc2-c2ccccc2)N1Cc1ccco1 (stereo not given)	-4.7*
COc1ccc(N2CCN(C(=O)c3ccc4c(Cl)c5c(nc4c3)CCCC5)CC2)cc1	-0.02
Cc1ccc(S(=O)(=O)N2CCN(C(=O)c3ccccc3)C2C(C)C)cc1 (stereo not given)	-1.1
COc1ccc(NC(=O)CN2CCCC(C)C2)c([N+](=O)[O-])c1 (stereo not given)	0.1
CC(C)Sc1nnc([C@H](C)NC(=O)OC(C)(C)C)o1	0.57
CNC(=O)CSc1nc2nn(-c3ccccc3)c(=O)c-2c2n1CCCCC2	0.16
Cn1c(=O)[nH]c(=O)c2c1ncn2CCN1CCCCC1	-0.78
CCCc1nc(C)c(-c2ccc(OC)c(OC)c2)c(=O)[nH]1	0.2
CCOC(=O)c1cccc(NC(=O)CCc2nc(-c3ccccc3F)no2)c1	-0.3
O=C(Nc1cccnc1)C1CC(c2ccc(Cl)c(Cl)c2)=NO1 (stereo not given)	-2.2
COC(=O)c1ccc(CN2C(=O)c3ccccc3S2(=O)=O)cc1	-1.3
Cc1cc(C)c2[nH]c(=O)c(C(c3nnnn3Cc3ccc4c(c3)OCO4)N3CCCCC3)cc2c1 (stereo not given)	-0.81
Nc1c(C(=O)Nc2nc3ccccc3s2)sc2nc(-c3cccs3)ccc12	-2.7
COc1ccc(/C=C/C(=O)Oc2ccc(/C=N/NC(=O)COc3c(C)cccc3C)cc2)cc1	-0.84
O=C(Nc1ccccc1)N(CCCN1CCOCC1)Cc1ccccc1F	1.5
COC(=O)CSC1=C(C#N)C(c2cccc(OC)c2)CC(=O)N1 (stereo not given)	-0.11
COc1ccc(OC)c2sc(N3CCN(c4ccccc4)CC3)nc12	-0.35
O=C(Nc1ccccn1)c1cccc(S(=O)(=O)N2CCCCC2)c1	0.51
Cn1c(SCC(=O)Nc2ccc3c(c2)oc2ccccc23)nnc1-c1ccccc1	-0.062

# Some of these compounds in order of length of the SMILES, descending.
structure	Cav32 inh
Cc1cc(C)c2[nH]c(=O)c(C(c3nnnn3Cc3ccc4c(c3)OCO4)N3CCCCC3)cc2c1 (stereo not given)	-0.81
O=C(CC1(O)C(=O)N(Cc2cccc3ccccc23)c2ccccc21)c1cccnc1 (stereo not given)	-1.9
CNC(=O)CSc1nc2nn(-c3ccccc3)c(=O)c-2c2n1CCCCC2	0.16
COc1ccc(NC(=O)CN2CCCC(C)C2)c([N+](=O)[O-])c1 (stereo not given)	0.1
CCCCOc1ccc(-c2nnn(C(C)C(=O)OCC)n2)cc1 (stereo not given)	-0.93

# Next structures
structure	Cav32 inh
Cn1c(SCc2cc(=O)n3cc(Br)ccc3n2)nnc1C1COc2ccccc2O1 (stereo not given)	2.4
Cc1cc(C)nc(N2CCCC(C(=O)Nc3ccc4nc(C)c(C)nc4c3)C2)n1 (stereo not given)	-0.00074
CCCc1nc(-c2ccc(-c3ccc(F)cc3)cc2)no1	-0.25
CC1CCCN(C(=O)CSc2nnc(-c3cccnc3)n2C2CCCCC2)C1 (stereo not given)	-0.087
Cc1nc2ccc(N=NC3=C(O)CCCC3=O)cc2s1	0.76
CCCCc1nc2c(=O)[nH]c3ccccc3c2o1	0.15
CC(NC(=O)c1cc(-c2ccc(Br)cc2)on1)c1ccccc1 (stereo not given)	0.015
CCCC1(C(=O)OCC)NC(c2ccc(N(C)C)cc2)C2C(=O)N(c3ccccc3)C(=O)C21 (stereo not given)	0.064
Cn1ncc2nnn(-c3ccccc3)c(=O)c21	0.21
CN(Cc1ccccc1)C(=O)C1CCN(Cc2ccc(F)cc2)CC1	0.42
CCOC(=O)C(C)c1nn(C)c(=O)c2ccccc12 (stereo not given)	-0.045
O=C(NCc1ccco1)C1CCCN(S(=O)(=O)c2ccc(Cl)cc2)C1 (stereo not given)	0.47
NC(=O)c1ccccc1NC(=O)CCN1C(=O)c2ccccc2C1=O	0.015
COc1ccc(C2C(C(=O)NCc3ccccn3)c3ccccc3C(=O)N2C)cc1OC (stereo not given)	-0.2
COc1ccc(Cl)cc1C(=O)Nc1ccc2c(c1)OCO2	-2.7
c1coc(CSCc2cn3cccnc3n2)c1	1
CC1(C)CC(=O)C2=C(C1)N(c1ccccc1)C(N)=C(C#N)C2c1ccsc1 (stereo not given)	2.2
COc1ccc(C2C(C#N)=C(N)OC3=C2C(=O)CC(C)C3)c(OC)c1OC (stereo not given)	0.24
Cc1ccc(C(=O)CSc2nccn2-c2ccccc2)cc1	-1.7
c1cncc(CNc2ccc3c(c2)OCO3)c1	0.56
CCN1CC2=C(OC(N)=C(C#N)C2c2cccs2)/C(=C\c2cccs2)C1 (stereo not given)	-3.5*
CC(C)(C)c1ccc(NC(=O)c2ccc3c(c2)S(=O)(=O)c2ccccc2C3=O)cc1	0.086
COc1ccc(C2CC(=O)Oc3cc(O)cc(O)c32)cc1 (stereo not given)	0.37
O=C1OCCC1Sc1ncnc2sc3c(c12)CCC3 (stereo not given)	0.015
CCC1CCCCN1S(=O)(=O)c1ccc(C(=O)Nc2nnc(-c3ccccc3Cl)o2)cc1 (stereo not given)	-7.9*
CC(=O)OCC(=O)[C@@]1(O)CC[C@H]2[C@@H]3CCC4=CC(=O)CC[C@]4(C)[C@H]3[C@@H](O)C[C@@]21C	0.88
O=C(CCNS(=O)(=O)c1ccc(Br)cc1)NCc1ccc2c(c1)OCO2	-0.99

# Only part of the results is shown. The share of hits here may be higher or lower than overall.
